Compound activity as filed in PubChem BioAssay.
TR SRC2 fluor cs – Total Fluorescence Counterscreen for Inhibitors of the Interaction of Thyroid Hormone Receptor and Steroid Receptor Coregulator 2 | TRb/SRC2 Texas Red total fluorescence interference | actives 0.29% (n = 280,000) | Potency, µM (doses to about 106 µM), inactives show top-dose fluorescence change, negative = quenching; active = well fitted curve in either direction with a large enough effect; inconclusive = small, poorly fitted or top-dose-only effect
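Human TRb ligand-binding domain at 0.6 uM with 20 nM Texas Red SRC2 peptide in Tris buffer containing 1 uM T3 and 5% DMSO, incubated with compound 5 h at ambient temperature. Total fluorescence (555/632 nm) calculated as parallel + 2 × perpendicular.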
Tau ThT inhib – qHTS for Inhibitors of Tau Fibril Formation, Thioflavin T Binding. actives 2.1% (n = 270,000). AID 1460, 2008. Potency, µM (titrated, usually from 57.4 µM), inactives show at the top dose activity, negative = inhibition, most hits filed as inhibitors. Microtubule-associated protein tau (Homo sapiens), P10636. recombinant tau K18 P301L, heparin-induced fibrillization, ThT fluorescence; note: nearly all actives have a fitted effect of over 55% in size
Target sequence (P10636 561-689 P618L limits assumed): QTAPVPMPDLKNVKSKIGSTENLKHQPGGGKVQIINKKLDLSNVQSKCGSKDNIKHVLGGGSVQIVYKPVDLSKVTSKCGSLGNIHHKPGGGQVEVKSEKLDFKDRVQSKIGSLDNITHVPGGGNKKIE
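K18 P301L tau (15 uM + 0.24 uM Alexa 594-tagged), heparin 20 uM, NaOAc pH 7, 6 h 37 C; ThT 30 uM, 1 h RT, ex 450/em 510 nm.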
ALDH1A1 block – qHTS Assay for Inhibitors of Aldehyde Dehydrogenase 1 (ALDH1A1); actives 7.3% (n = 220,000); AID 1030, 2008; Potency, µM (highest dose often 75.3 µM), for the others: at the highest dose activity, negative = inhibition, hits mostly inhibitors; Purified ALDH1A1, NADH fluorescence, propionaldehyde substrate; active = well fitted inhibition curve with a large enough effect, not every such curve was filed as active; inconclusive = small, poorly fitted or top-dose-only effect, or another doubt; inactive = no such curve, though single readings can be large or run the other way;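 note: plate controls were no enzyme wells and a reference inhibitor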
Target sequence (P00352 whole entry, looked up): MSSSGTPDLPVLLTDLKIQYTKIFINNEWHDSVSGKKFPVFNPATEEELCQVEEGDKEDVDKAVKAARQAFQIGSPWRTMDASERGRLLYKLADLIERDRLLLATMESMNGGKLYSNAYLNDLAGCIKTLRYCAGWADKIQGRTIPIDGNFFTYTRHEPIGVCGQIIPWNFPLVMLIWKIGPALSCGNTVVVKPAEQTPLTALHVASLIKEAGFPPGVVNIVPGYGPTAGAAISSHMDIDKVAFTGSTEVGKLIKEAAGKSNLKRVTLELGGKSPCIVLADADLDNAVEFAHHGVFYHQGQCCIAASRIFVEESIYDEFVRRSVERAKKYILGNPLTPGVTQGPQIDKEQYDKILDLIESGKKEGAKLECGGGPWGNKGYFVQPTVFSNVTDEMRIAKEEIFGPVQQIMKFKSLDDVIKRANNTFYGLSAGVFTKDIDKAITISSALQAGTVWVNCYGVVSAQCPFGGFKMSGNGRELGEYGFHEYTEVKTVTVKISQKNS
Tau fluor cs – Counterscreen qHTS for Inhibitors of Tau Fibril Formation, Fluorescence Polarization; tau K18 P301L Alexa594 fluorescence, heparin fibrillization; Potency, µM (titrated, usually from 57.7 µM), for the others: top-dose activity change, negative = decrease; actives 0.93% (n = 280,000); AID 1463, 2008; note: nearly all actives have a fitted effect of over 55% in size
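Human tau K18 P301L (15 uM unlabeled, 0.24 uM Alexa 594-labeled) in 100 mM sodium acetate pH 7 with 20 uM heparin, 6 hr at 37 C. ThT 30 uM added, 1 hr ambient; Alexa 594 FP and total fluorescence read at 555/632 nm.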
Tau fibril FP – qHTS for Inhibitors of Tau Fibril Formation, Fluorescence Polarization; Potency, µM (highest dose often 57.7 µM), for inactives: top-dose activity, negative = inhibition, actives largely listed as inhibitors; Microtubule-associated protein tau (Homo sapiens), P10636; AID 1468, 2008; actives 0.39% (n = 280,000); K18 P301L tau heparin fibrillization, Alexa594 FP, 6 h; note: nearly all actives have a fitted effect of over 55% in size
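Read-out: fluorescence polarization of Alexa 594-labeled tau (0.24 uM), 555 nm excitation, 632 nm emission. Mixtures held 15 uM unlabeled K18 P301L, compound and 20 uM heparin, pH 7 acetate buffer, incubated 6 hr at 37 C.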
TRb-SRC2 inh – qHTS for Inhibitors of the Interaction of Thyroid Hormone Receptor and Steroid Receptor Coregulator 2; Thyroid hormone receptor beta (Homo sapiens), P10828; TRbeta-SRC2 peptide binding, fluorescence polarization; receptor liganded with 1 µM T3; Potency, µM (series often up to 106 µM), without a hit: top-dose activity change, negative = inhibition, hits mostly inhibitors; actives 0.065% (n = 280,000); AID 1469, 2008;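 note: plate controls were bound peptide for no effect and peptide without receptor for full effect; nearly all actives have a fitted effect of over 50% in size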
Target sequence (P10828 whole entry, looked up): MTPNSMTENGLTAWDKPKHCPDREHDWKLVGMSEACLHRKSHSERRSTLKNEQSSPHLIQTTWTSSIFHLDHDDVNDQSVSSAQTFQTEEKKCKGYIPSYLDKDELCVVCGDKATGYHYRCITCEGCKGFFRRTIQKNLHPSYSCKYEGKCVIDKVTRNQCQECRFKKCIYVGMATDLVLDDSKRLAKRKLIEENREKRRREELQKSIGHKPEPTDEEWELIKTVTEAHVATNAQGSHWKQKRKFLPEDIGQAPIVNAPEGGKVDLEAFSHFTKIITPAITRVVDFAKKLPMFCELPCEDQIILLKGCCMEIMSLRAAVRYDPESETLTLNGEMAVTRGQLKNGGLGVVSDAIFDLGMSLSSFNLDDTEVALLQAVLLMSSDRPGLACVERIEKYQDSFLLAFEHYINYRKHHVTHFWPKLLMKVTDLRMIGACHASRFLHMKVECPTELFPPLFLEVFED
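Compounds were added to 0.6 uM TRb ligand-binding domain and 20 nM Texas Red-labeled SRC2 peptide in Tris buffer containing 1 uM T3, incubated 5 hr at ambient temperature, then read by fluorescence polarization.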
L3MBTL1 block – qHTS Assay for the Inhibitors of L3MBTL1; Lethal(3)malignant brain tumor-like protein 1 (Homo sapiens), Q9Y468; AlphaScreen L3MBTL1–H3K9me1 peptide binding; Potency, µM (series often up to 57.1 µM), for inactives: top-dose activity, negative = inhibition, actives largely listed as inhibitors; actives 0.66% (n = 230,000); note: nearly all actives have a fitted effect of over 60% in size
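AlphaScreen assay: L3MBTL1 (50 nM final) was preincubated 30 min at room temperature with biotinylated H3(1-15)K9me1 peptide (75 nM final), then 30 min with library compounds; streptavidin donor and nickel chelate acceptor beads (10 ug/mL final) added, 30 min dark.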
GLA spleen mod – qHTS Assay for Inhibitors and Activators of Human alpha-Galactosidase From Spleen Homogenate. Alpha-galactosidase A (Homo sapiens), P06280. Potency, µM (highest dose often 80 µM), for the others: top-dose activity change, negative = inhibition, most hits filed as inhibitors. AID 2107, 2009. human spleen homogenate, 4MU-alpha-Gal fluorescence, 40 min. actives 0.008% (n = 240,000);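 note: 0% = enzyme with vehicle and -100% = no enzyme basal signal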
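Spleen homogenate 1 ug + cpd (titration) + 4-MU-alpha-D-galactopyranoside 1 mM; 37C 40 min; 50 mM citrate/phosphate pH 5.0, 0.01% Tween-20; stop pH 10; fluorescence 365/440; AC50 via Hill.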
Active calls of the source: *; [ ] = dose if it differs, or a comment. Unless noted, calls come from the whole dose curve; as a rule, active = well fitted curve in the direction sought with a large enough effect; inconclusive = small, poorly fitted or top-dose-only effect, or another doubt; inactive = no such curve, though single readings can be large; an effect the other way counts as inactive or inconclusive. Unless noted, % is set by controls: 0 for no effect and ±100 for the full control effect; potency is the fitted concentration of half-maximal effect.

What do the screens show for `CCc1ccccc1NC(=O)CCn1cccn1`?
TR SRC2 fluor cs: 0%; Tau ThT inhib: -5%; Tau fluor cs: -4%; Tau fibril FP: 2%; TRb-SRC2 inh: -6%

What do the screens show for `Cc1cc(C)n2c(Nc3ccc4c(c3)OCCO4)c(-c3ccco3)nc2n1`?
TR SRC2 fluor cs: -4%; Tau ThT inhib: inconclusive; ALDH1A1 block: 2%; Tau fluor cs: -25%; Tau fibril FP: 5%; TRb-SRC2 inh: -4%; GLA spleen mod: 6%

Results for Cc1nc(C(=O)N2CCc3c([nH]c4ccccc34)C2c2ccccn2)cs1 (stereo unspecified) ?
TR SRC2 fluor cs: -3%; Tau ThT inhib: inconclusive; ALDH1A1 block: 11%; Tau fluor cs: -10%; Tau fibril FP: 7%; TRb-SRC2 inh: -2%; L3MBTL1 block: -5%; GLA spleen mod: -4%

What do the screens show for `COc1ccc(/C=C/C(=O)OCC(=O)NCCC2=CCCCC2)cc1S(=O)(=O)N1CCOCC1`?
TR SRC2 fluor cs: 2%; Tau ThT inhib: -3%; ALDH1A1 block: 8%; Tau fluor cs: -9%; Tau fibril FP: 0%; TRb-SRC2 inh: 4%; L3MBTL1 block: 5%; GLA spleen mod: 6%

How did Cc1cc(=O)[nH]c(N/N=C/c2cn(CCC#N)nc2-c2ccccc2)n1 do in these assays?
TR SRC2 fluor cs: -1%; Tau ThT inhib: -5%; ALDH1A1 block: -7%; Tau fluor cs: 1%; Tau fibril FP: 0%; TRb-SRC2 inh: 6%; L3MBTL1 block: 17%; GLA spleen mod: 4%

Results for COc1ccc(CCNC(=O)c2cc(=O)c3cc(C)c(C)cc3o2)cc1OC ?
TR SRC2 fluor cs: -7%; Tau ThT inhib: -1%; Tau fluor cs: -8%; Tau fibril FP: -5%; TRb-SRC2 inh: -3%

How did Cc1ccc(C)c(N2CCN(C(=O)CN3C(=O)COc4ccc(S(=O)(=O)N5CCCC5)cc43)CC2)c1 do in these assays?
TR SRC2 fluor cs: 0%; Tau ThT inhib: -3%; Tau fluor cs: 2%; Tau fibril FP: -3%; TRb-SRC2 inh: -12%

How did COc1ccccc1C(NC(=O)C1CCCCC1)c1c(O)ccc2ccccc12 (stereo unspecified) do in these assays?
TR SRC2 fluor cs: 0%; Tau ThT inhib: 2%; ALDH1A1 block: 4%; Tau fluor cs: -5%; Tau fibril FP: 6%; TRb-SRC2 inh: 3%; L3MBTL1 block: 3%; GLA spleen mod: 1%

How did CCCC(CCC(=O)Nc1ccc(C(=O)OCC)cc1)C(=O)O (stereo unspecified) do in these assays?
TR SRC2 fluor cs: 0%; Tau ThT inhib: -6%; ALDH1A1 block: 0%; Tau fluor cs: -5%; Tau fibril FP: 4%; TRb-SRC2 inh: 0%; L3MBTL1 block: 2%; GLA spleen mod: 0%

How did Cc1ccc(CNC(=O)C2CCN(S(=O)(=O)c3cn(C)cn3)CC2)cc1 do in these assays?
TR SRC2 fluor cs: -2%; Tau ThT inhib: 1%; Tau fluor cs: 4%; Tau fibril FP: 7%; TRb-SRC2 inh: 6%

How did COc1ccc(N2C(=O)CC(Nc3ccc(N4CCOCC4)cc3)C2=O)c(OC)c1 (stereo unspecified) do in these assays?
TR SRC2 fluor cs: -1%; Tau ThT inhib: inconclusive; ALDH1A1 block: inconclusive; Tau fluor cs: -21%; Tau fibril FP: 0%; TRb-SRC2 inh: 3%; L3MBTL1 block: 8%[11.4 µM]; GLA spleen mod: 4%

How did COc1cccc(N2CC(=O)Nc3c(oc4nc(-c5ccccc5)cc(C)c34)C2=O)c1 do in these assays?
TR SRC2 fluor cs: -1%; Tau ThT inhib: -2%; Tau fluor cs: -4%; Tau fibril FP: -4%; TRb-SRC2 inh: -5%; L3MBTL1 block: 12%; GLA spleen mod: -1%

How did CCOC(=O)c1ccc(N2CCN(c3cc(Cl)ccc3C)CC2)c(NC(=O)Nc2cccc(OC)c2)c1 do in these assays?
TR SRC2 fluor cs: 0%; Tau ThT inhib: -13%; Tau fluor cs: inconclusive; Tau fibril FP: inconclusive; TRb-SRC2 inh: -5%

What do the screens show for `CCCCN(C(=O)CSc1cc(C)c2ccccc2n1)c1c(N)n(Cc2ccccc2)c(=O)[nH]c1=O`?
TR SRC2 fluor cs: -16%; Tau ThT inhib: -8%; ALDH1A1 block: -5%; Tau fluor cs: 0%; Tau fibril FP: -4%; TRb-SRC2 inh: 0%; L3MBTL1 block: 2%; GLA spleen mod: 3%

Results for COc1ccc(Cl)c(Cn2c(NCc3ccccn3)nc3c2c(=O)n(C)c(=O)n3C)c1 ?
TR SRC2 fluor cs: 1%; Tau ThT inhib: -12%; ALDH1A1 block: inconclusive; Tau fluor cs: -4%; Tau fibril FP: -8%; TRb-SRC2 inh: 0%; GLA spleen mod: -1%

What do the screens show for `CCOC(=O)N1CCN(C(=O)CC(C(=O)N2CCc3ccccc32)n2ccnc2)CC1` (stereo unspecified)?
TR SRC2 fluor cs: -6%; Tau ThT inhib: 3%; ALDH1A1 block: inconclusive; Tau fluor cs: -4%; Tau fibril FP: -3%; TRb-SRC2 inh: -3%; L3MBTL1 block: -5%; GLA spleen mod: 7%

Results for O=C1c2[nH]nc(-c3ccccc3O)c2C(c2ccc(Cl)cc2)N1CCc1ccccc1 (stereo unspecified) ?
TR SRC2 fluor cs: 7%; Tau ThT inhib: inconclusive; Tau fluor cs: inconclusive; Tau fibril FP: inconclusive; TRb-SRC2 inh: -2%

How did O=C(CSc1ncc2c(n1)-c1ccccc1N(Cc1ccc(F)cc1)S2(=O)=O)NCc1ccccc1 do in these assays?
TR SRC2 fluor cs: 0%; Tau ThT inhib: 16%; Tau fluor cs: 6%; Tau fibril FP: -19%; TRb-SRC2 inh: 5%

How did COc1ccc(Cc2c[nH]c(=O)[nH]c2=O)cc1 do in these assays?
TR SRC2 fluor cs: 1%; Tau ThT inhib: -3%; ALDH1A1 block: -2%; Tau fluor cs: 1%; Tau fibril FP: -6%; TRb-SRC2 inh: -8%; GLA spleen mod: -6%

How did O=C(N/N=C/c1cccc2nccnc12)c1ccccc1O do in these assays?
TR SRC2 fluor cs: -4%; Tau ThT inhib: inconclusive; ALDH1A1 block: 5%; Tau fluor cs: -7%; Tau fibril FP: -2%; TRb-SRC2 inh: 2%; L3MBTL1 block: inconclusive; GLA spleen mod: 5%

3 entries picked at random from those above, as already listed:
What do the screens show for `Cc1cc(C)n2c(Nc3ccc4c(c3)OCCO4)c(-c3ccco3)nc2n1`?
TR SRC2 fluor cs: -4%; Tau ThT inhib: inconclusive; ALDH1A1 block: 2%; Tau fluor cs: -25%; Tau fibril FP: 5%; TRb-SRC2 inh: -4%; GLA spleen mod: 6%

How did COc1ccccc1C(NC(=O)C1CCCCC1)c1c(O)ccc2ccccc12 (stereo unspecified) do in these assays?
TR SRC2 fluor cs: 0%; Tau ThT inhib: 2%; ALDH1A1 block: 4%; Tau fluor cs: -5%; Tau fibril FP: 6%; TRb-SRC2 inh: 3%; L3MBTL1 block: 3%; GLA spleen mod: 1%

What do the screens show for `CCOC(=O)N1CCN(C(=O)CC(C(=O)N2CCc3ccccc32)n2ccnc2)CC1` (stereo unspecified)?
TR SRC2 fluor cs: -6%; Tau ThT inhib: 3%; ALDH1A1 block: inconclusive; Tau fluor cs: -4%; Tau fibril FP: -3%; TRb-SRC2 inh: -3%; L3MBTL1 block: -5%; GLA spleen mod: 7%

(continued)
Results for O=C(CSc1nc(O)cc(=O)n1-c1ccccc1)c1ccc(Br)cc1 ?
TR SRC2 fluor cs: -1%; Tau ThT inhib: inconclusive; ALDH1A1 block: inconclusive; Tau fluor cs: -5%; Tau fibril FP: -8%; TRb-SRC2 inh: 4%; L3MBTL1 block: -15%; GLA spleen mod: -1%

What do the screens show for `Cc1ccc(CN2C(=O)CNC2=S)cc1`?
TR SRC2 fluor cs: -1%; Tau ThT inhib: 5%; ALDH1A1 block: -1%; Tau fluor cs: -1%; Tau fibril FP: -3%; TRb-SRC2 inh: 5%; GLA spleen mod: 0%

Results for Cc1ncc([N+](=O)[O-])n1Cc1cccc(F)c1 ?
TR SRC2 fluor cs: 1%; Tau ThT inhib: 4%; ALDH1A1 block: 7%; Tau fluor cs: 5%; Tau fibril FP: 7%; TRb-SRC2 inh: -2%; L3MBTL1 block: 9%; GLA spleen mod: -6%

What do the screens show for `COc1ccc(NC(=O)CSc2nc3ccccc3n2CC(=O)N2CCCCC2C)cc1` (stereo unspecified)?
TR SRC2 fluor cs: 0%; Tau ThT inhib: 1%; Tau fluor cs: 1%; Tau fibril FP: 2%; TRb-SRC2 inh: -6%

How did COc1ccc(S(=O)(=O)N2CCCCC2)cc1NC(=S)Nc1ccccc1 do in these assays?
TR SRC2 fluor cs: -1%; Tau ThT inhib: -7%; ALDH1A1 block: inconclusive; Tau fluor cs: -26%; Tau fibril FP: -11%; TRb-SRC2 inh: -7%; L3MBTL1 block: 2%; GLA spleen mod: -2%

What do the screens show for `CCOCC(=O)N1CCCC(C(=O)OCC)C1` (stereo unspecified)?
TR SRC2 fluor cs: -2%; Tau ThT inhib: 3%; ALDH1A1 block: 3.5µM*; Tau fluor cs: 3%; Tau fibril FP: 3%; TRb-SRC2 inh: -12%; L3MBTL1 block: 4%; GLA spleen mod: 2%

What do the screens show for `CCOc1ccc(NC(=O)N(CCC(C)C)C(C)c2ccco2)cc1` (stereo unspecified)?
TR SRC2 fluor cs: -2%[53 µM]; Tau ThT inhib: inconclusive; ALDH1A1 block: -40%; Tau fluor cs: -20%; Tau fibril FP: 8%; TRb-SRC2 inh: -30%[53 µM]; L3MBTL1 block: 0%; GLA spleen mod: 17%
